# Rac1 GTP hydrolysis = MgcRacGAP GTPase-activating activity inhibitors, confirmation, biochemical, ADP Hunter fluorescence | Rac GTPase-activating protein 1 (Homo sapiens) | MgcRacGAP-stimulated Rac1 GTP hydrolysis, ADP Hunter fluorescence; higher % means a stronger effect; GST-tagged Rac1 F28L mutant substrate | inhibition, % at 30 µM; hits with a dose series show IC50 in µM | 340,000 compounds, 0.6% hits | AID 624330, 2012;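 active means first-screen hits whose inhibition reached a set limit at any dose in the follow-up dose series; inconclusive means inhibition above the set first-screen limit but never retested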;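 further: fluorescence reports GDP produced by GAP-driven GTP hydrolysis; strong numbers were not always called active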
# NTR1 agonist = agonists of NTR1, primary screen, imaging, U2OS cells, beta-arrestin-GFP, high content (AID 493036); NTR1-U2OS beta-arrestin-GFP spot imaging, agonist mode; activation, % at 20 µM; 330,000 compounds, 0.17% hits;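 active means activation at or above 40% of the spot to cytoplasm intensity ratio, with at least 20 cells analyzed; inconclusive means wells under 20 cells, flagged as cytotoxic or low count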;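 further: 0% = DMSO without peptide and 100% = 100 nM NTR1 peptide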
# Target sequence (P30989 whole entry, looked up): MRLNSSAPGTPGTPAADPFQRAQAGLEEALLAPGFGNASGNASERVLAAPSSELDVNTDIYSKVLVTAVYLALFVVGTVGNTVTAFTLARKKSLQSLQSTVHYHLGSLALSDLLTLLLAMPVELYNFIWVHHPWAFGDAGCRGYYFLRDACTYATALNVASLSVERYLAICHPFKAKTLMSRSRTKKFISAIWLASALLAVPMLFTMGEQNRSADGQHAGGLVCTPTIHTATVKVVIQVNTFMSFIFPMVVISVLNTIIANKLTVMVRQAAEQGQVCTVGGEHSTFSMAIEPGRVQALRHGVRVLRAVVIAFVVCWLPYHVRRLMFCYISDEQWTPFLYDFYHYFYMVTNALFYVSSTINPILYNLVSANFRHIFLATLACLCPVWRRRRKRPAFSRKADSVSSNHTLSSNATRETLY
# K1F lysis inhibition = inhibition of K1F phage lysis, E. coli UTI89, bacterial capsule biogenesis inhibitors, alamar blue (AID 488966). E. coli UTI89 K1F phage lysis, alamar blue, 2 h; higher % means a stronger effect. inhibition, % at 100 µM; hits with a dose series show IC50 in µM. 340,000 compounds, 0.02% hits;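 active means phage lysis inhibition, versus mean bacterial control, above a set limit; inconclusive means no clear call, values can overlap the other calls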;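 further: capsule biogenesis inhibitors block K1F phage lysis so surviving cells raise fluorescence; higher fluorescence means more inhibition of phage lysis; actives were called in the ten point dose series up to 300 µM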
# Myeloid diff 2 = induction of myeloid progenitor differentiation, primary screen, cell-based, flow cytometry, MLPCN library | ER-HoxA9 myeloid progenitors, lysozyme-GFP differentiation | calls only at 10 µM | 360,000 compounds, 1% hits;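 active means normalized GFP-positive differentiation at or above the plate's own cutoff, the solvent-only control mean plus 3 SD; inconclusive means no clear call, values can overlap the other calls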;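 further: cells exposed to compound for four days before flow analysis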
# SV40 large T antigen = SV40 large T antigen inhibitors, biochemical (AID 1903); SV40 large T antigen ATPase/helicase inhibition assay; higher % means a stronger effect; one-dose inhibition, % at 20 µM; IC50 in µM for titrated hits; 310,000 compounds, 0.39% hits; in the data active means a potency from the dose series; inconclusive means inhibition mostly from about 32% at the one dose, without a potency; inactive means the rest, 99 in 100 with inhibition below about 32%; further: strong numbers were not always called active
# RSV antiviral HEp-2 = RSV antiviral activity via CPE protection, HEp-2 cells, primary 10 µM value included (AID 2391); CPE inhibition, % at 10 µM, or IC50 in µM where a hit was titrated; HEp-2 cells, RSV-induced CPE inhibition; higher % means a stronger effect; 310,000 compounds, 0.13% hits; in the data active means a potency from the dose series; inconclusive means CPE inhibition mostly from about 23% at the one dose, without a potency; inactive means the rest, 99 in 100 with CPE inhibition below about 21%; further: strong numbers were not always called active
# TNAP activators = human TNAP enzyme activators, primary screen, biochemical, luminescent, no phosphate acceptor, uHTS (AID 1001); 200,000 compounds, 0.03% hits; activation fold at 20 µM, or EC50 in µM where a hit was titrated; purified TNAP, luminescent activation assay, no phosphate acceptor; higher activation fold means a stronger effect; Alkaline phosphatase, tissue-nonspecific isozyme (Homo sapiens); in the data active means activation fold from about 3, or a potency from the dose series; inactive means the rest, 99 in 100 with activation fold below about 1.6; further: many of its hits are not listed in these tables
# T cell HTS = modulators of CD8 T cell-vesicle binding, primary screen, mouse 2C CD8+ T cells, flow cytometry; 2C CD8+ T cell-vesicle binding; hits give low values; calls only at 7 µM; 330,000 compounds, 0.068% hits; AID 2052, 2009;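 active means response, share of CD8 T cells binding vesicles, and their 90th percentile fluorescence all below set limits, cut at about 80% in these data, passing the limit was not always enough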
#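 Assay system: 2C TCR transgenic mouse naive CD8+ T cells, MACS-purified | Read-out: CD8+ gate FL2 mean fluorescence as % of same-row positive control | Signal: High-throughput flow cytometry with anti-B7-1 and anti-CD8 staining | Timing: Binding step 1.5 h, 37 °C, antibody labelling 20 min, ice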
# PhoP inhibition = inhibitors of PhoP regulon expression, primary screen, Salmonella Typhimurium, GFP reporter (AID 1863); S. Typhimurium PhoP-regulated promoter GFP reporter, 4 h; higher % means a stronger effect; one-dose inhibition, % at 50 µM; IC50 in µM for titrated hits; 300,000 compounds, 0.16% hits;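 active means inhibition over 29.93%, a cutoff 3 SD above the screen mean, later confirmed by dose response; inconclusive means inhibition over 29.93% but no dose response follow-up; inactive means inhibition at most 29.93% or unconfirmed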;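 further: 0% = low Mg2+ inducing control and 100% = high Mg2+ repressing control; strong numbers were not always called active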
# T cell HTS vesicle-bound % = also measured in T cell HTS; calls as there; double positive events, %; measured here: CD8+ vesicle-bound cell fraction;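 binding gate set so that unloaded-vesicle control wells show 10% double positive cells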
# NTR1 agonist cell count 20 µM = also measured in NTR1 agonist; calls as there; cell count; measured here: cell count, cytotoxicity flag
# Myeloid diff 2 GFP+ MAC1+ % = second read-out of Myeloid diff 2, no call of its own (marks repeat the call); GFP+ MAC1+ double positive, %; measured here: differentiation confirmed by MAC1 staining
# * = called active by the depositor; i = inactive; ? = inconclusive; · = no result given; [ ] = another dose, or the depositor's remark.
SMILES,Rac1 GTP hydrolysis,NTR1 agonist,NTR1 agonist cell count 20 µM,K1F lysis inhibition,Myeloid diff 2,Myeloid diff 2 GFP+ MAC1+ %,SV40 large T antigen,RSV antiviral HEp-2,TNAP activators,T cell HTS,T cell HTS vesicle-bound %,PhoP inhibition
CN(C)CCCNC(=O)C(=O)NCC(c1cccs1)S(=O)(=O)c1ccc(F)cc1 (centres undefined),3%,0.4,57,0.0%[50 µM],i,1.3,9%,-1.2%,·,i,18,5%
CCCCSc1n[nH]c(N)n1,-1%,-0.4,83,-0.2%,i,0.9,9%,1.0%,0.8,i,48,-2%
CCN=C(NCC)SC1CC(=O)N(c2cccc(OCC)c2)C1=O (centres undefined),5%,0.6,37,0.9%,·,·,7%,1.7%,1.1,i,38,5%
O=C(NCc1ccccc1Cl)C1CCC(=O)N(CCCN2CCCC2=O)C1 (centres undefined),3%,0.7,81,0.4%,i,0.5,15%,3.2%,·,i,21,-6%
O=C(Nc1ccccc1N1CCOCC1)c1ccc(F)c(S(=O)(=O)N2CCOCC2)c1,6%,-1.2,51,0.7%[50 µM],i,0.7,·,-1.1%,·,i,53,·
CC(C)NS(=O)(=O)c1ccc(OCC(=O)Nc2ccccc2F)cc1,0%,0.4,53,0.6%,i,7.1,2%,1.0%,1.1,i,64,-10%
Cc1ccc(S(=O)(=O)N2CCN(C(=O)COC(=O)c3ccc([N+](=O)[O-])o3)CC2)c(C)c1,0%,4.4,65,-1.7%[50 µM],i,0.3,·,1.1%,·,i,5,·
CC(C)(C)C(=O)Nc1ccc(NC(=O)c2ccco2)nc1,7%,2.1,40,-0.5%,i,0.9,6%,1.6%,·,i,50,-1%
Cn1ccs/c1=N\S(=O)(=O)c1ccc(Br)cc1,-3%,-3.7,76,3.2%,i,2.3,0%,0.6%,1.1,i,17,7%
CCOC(=O)CNC(=O)CNC(=O)c1ccc(OC(C)C)cc1,·,0.0,43,·,i,0.5,5%,1.3%,·,i,27,-7%
NC(=O)Cn1c2[n+](c3ccccc31)CC(O)CS2 (centres undefined),9%,0.0,36,-0.4%,i,0.2,7%,0.5%,1.2,i,5,-6%
CCCCCCN1C=CC(=C/C=C(\C#N)C(=O)OCC)C=C1,4%,-2.6,42,0.0%,i,9.6,30%,1.7%,0.8,i,60,-23%
CSc1nc(N2CCOCC2)c2c(c1C#N)CC(C(C)C)OC2 (centres undefined),8%,19,87,1.5%[50 µM],i,0.7,18%,?,·,i,39,12%
Clc1ccc(Nc2ccc3ccccc3n2)cc1,16%,9.0,40,-0.8%,i,0.1,13%,85%,·,i,10,·
CC(=O)Oc1cc2c(cc1Cl)C(c1cccs1)CC1(CC(C)(C)NC(=S)N1)O2 (centres undefined),7%,-0.5,93,0.2%,i,0.6,21%,2.3%,1,i,14,2%
CCCC(C(=O)NC1CCCCC1)N(Cc1ccco1)C(=O)CNS(=O)(=O)c1ccccc1 (centres undefined),7%,-0.1,68,0.1%,i,0.4,4%,-0.1%,1.1,i,40,1%
Cc1ccc(CN2CCN(/N=C/c3ccc(C(F)(F)F)cc3)CC2)cc1,6%,2.2,59,5.0%,i,1.1,3%,8.6%,1,i,13,-13%
Cc1cccc(-c2nc3ccccc3c(=O)n2NC(=O)c2cccs2)c1,1%,1.6,82,1.0%,i,0.4,20%,0.5%,1.2,i,10,-5%
O=C(c1ccc(CS(=O)Cc2cccc(Cl)c2)o1)N1CCN(C2CCCCC2)CC1 (centres undefined),2%,1.5,47,0.0%,i,0.0,28%,-0.6%,·,i,9,-8%
c1ccc(COCC2CCNCC2)cc1,3%,-0.9,51,0.0%,i,0.9,8%,0.1%,·,i,68,5%
Cc1ccc2cc(CN(C(=O)c3ccco3)c3ccccc3C)c(=O)[nH]c2c1,9%,4.9,55,-0.2%,i,1.6,24%,1.0%,0.9,i,24,2%
CC(C)(C)OC(=O)NCc1n[nH]c(=S)n1C1CC1,-6%,2.1,35,-1.4%,i,0.4,9%,-0.1%,·,i,36,5%
COc1cc2c(cc1NC(=O)COC(=O)C1CC(=O)N(Cc3ccco3)C1)oc1ccccc12 (centres undefined),7%,-1.2,94,0.4%,i,0.5,0%,9.0%,0.8,i,33,0%
O=C(COC(=O)/C=C/c1ccc(OC(F)F)cc1)NC(=O)NC1CCCCC1,-5%,4.7,50,-0.5%,i,0.8,·,·,·,i,41,·
CC(=O)C1C(=O)c2c(cccc2[N+](=O)[O-])C1=Nc1cccc(Cl)c1 (centres undefined),2%,2.7,49,-0.6%,i,1.0,18%,10%,·,i,20,-21%
CCCCCCc1nc(C(N)=O)c2[nH]c(=O)n(-c3ccc(OC)cc3OC)c2n1,7%,5.2,66,0.5%,i,1.7,8%,3.3%,·,i,24,-7%
CC(=O)Nc1ccc2c(c1)nc(CCN1CCN(C)CC1)n2C,7%,-1.1,77,1.6%,i,1.2,6%,0.8%,1.1,i,15,0%
Cc1cc(Nc2cccc(O)c2)c2ccccc2n1,·,-0.5,55,·,·,·,5%,0.3%,1.1,i,27,14%
COC(=O)c1ccc(NCN2C(=O)C3C4CCC(C4)C3C2=O)cc1 (centres undefined),9%,4.1,71,0.0%,i,0.1,-1%,-0.1%,1,i,51,-11%
COc1ccc(S(=O)(=O)N(CCc2ccccc2)CC(=O)O)cc1Cl,-6%,1.9,54,-1.8%,i,9.9,5%,0.8%,1.1,i,29,-7%

# Part of the list above, reformatted:
Structure	Rac1 GTP hydrolysis	NTR1 agonist	NTR1 agonist cell count 20 µM	K1F lysis inhibition	Myeloid diff 2	Myeloid diff 2 GFP+ MAC1+ %	SV40 large T antigen	RSV antiviral HEp-2	TNAP activators	T cell HTS	T cell HTS vesicle-bound %	PhoP inhibition
CC(C)(C)OC(=O)NCc1n[nH]c(=S)n1C1CC1	-6%	2.1	35	-1.4%	i	0.4	9%	-0.1%	·	i	36	5%
COc1cc2c(cc1NC(=O)COC(=O)C1CC(=O)N(Cc3ccco3)C1)oc1ccccc12 (centres undefined)	7%	-1.2	94	0.4%	i	0.5	0%	9.0%	0.8	i	33	0%

# Part of the list above, reduced to T cell HTS vesicle-bound % and T cell HTS:
molecule | T cell HTS vesicle-bound % | T cell HTS
CCCCCCc1nc(C(N)=O)c2[nH]c(=O)n(-c3ccc(OC)cc3OC)c2n1 | 24 | i
CC(=O)Nc1ccc2c(c1)nc(CCN1CCN(C)CC1)n2C | 15 | i

# (next part)
SMILES,Rac1 GTP hydrolysis,NTR1 agonist,NTR1 agonist cell count 20 µM,K1F lysis inhibition,Myeloid diff 2,Myeloid diff 2 GFP+ MAC1+ %,SV40 large T antigen,RSV antiviral HEp-2,TNAP activators,T cell HTS,T cell HTS vesicle-bound %,PhoP inhibition
Cc1cccc(NC(=O)C(Cc2ccccc2)n2cccc2)c1 (centres undefined),8%,1.8,72,0.2%,i,0.8,12%,0.9%,·,i,37,-2%
CCOc1ccccc1N(CC(=O)Nc1ccccc1F)S(=O)(=O)c1ccccc1,-3%,1.2,71,-0.2%,i,0.9,0%,?,·,i,46,10%
CC(NCC(O)COc1ccc2ccccc2c1)c1ccccc1 (centres undefined),27%,6.3,52,0.5%,?,·,5%,>25µM*,·,i,25,8%
O=C(c1ccc(F)cc1)N1CCN(c2cnn(-c3ccccc3)c(=O)c2Cl)CC1,-2%,-1.4,96,1.8%,i,0.2,0%,1.1%,1,i,46,3%
OCCC1CN(Cc2cnc(N3CCCC3)s2)CCN1C1CCCC1 (centres undefined),18%,-0.9,66,0.0%,i,0.4,7%,0.1%,1.1,i,60,9%
Cc1ccc(S(=O)(=O)CCC(=O)OCC(=O)NCc2ccccc2)cc1,6%,0.5,49,0.5%[50 µM],i,0.5,6%,-2.7%,·,i,18,11%
COC(=O)[C@@H]1C[C@@]2(O)[C@H](O)[C@H](O)[C@H](O)C[C@H]2N1Cc1cc(OC)cc(OC)c1,3%,5.5,78,0.4%,i,1.2,-4%,0.9%,·,i,8,-1%
COc1cccc(CN2CC(C(=O)N(C)Cc3ccnc4ccccc34)CCC2=O)c1 (centres undefined),8%,0.2,55,0.5%,i,1.9,13%,0.4%,·,i,44,1%
FC(F)(F)c1cc(-c2cccs2)nc2ncnn12,5%,-0.3,34,0.6%,i,0.2,13%,-0.3%,1.1,i,37,-4%
Cc1ccc(C)c(N2CC(C(=O)Nc3cc(C)on3)CC2=O)c1 (centres undefined),-2%,-0.3,39,-0.2%,i,3.8,-1%,1.4%,·,i,18,-1%
O=C(CNC(=O)C1CCCCC1)Nc1ccc(F)c(Cl)c1,10%,-0.6,68,0.2%,i,0.8,6%,-1.3%,1.1,i,64,2%
Cc1ccccc1NC(=O)C1CC(=O)N(c2ccc3c4c(cccc24)CC3)C1 (centres undefined),-4%,0.0,35,0.4%,i,11,5%,1.9%,0.9,i,8,2%
CCOC(=O)N1CCC(c2nc3ccccc3[nH]2)CC1,1%,0.1,44,1.6%,i,0.7,2%,0.7%,1.1,i,50,14%
NC(=O)c1nn(-c2ccccc2)nc1N,5%,0.7,71,1.7%,i,0.6,10%,1.8%,1.1,i,26,23%
Cc1cccc(OCCCC(=O)NC(C)c2ccccc2)c1 (centres undefined),2%,0.5,56,0.3%,i,0.5,4%,0.1%,1.1,i,57,-5%
O=C(NCCS(=O)(=O)N1CCN(Cc2ccccc2)CC1)c1ccccc1,2%,-0.5,55,0.8%[50 µM],i,0.8,22%,-0.7%,·,i,30,-3%
O=C(NCCSCc1ccco1)Nc1cccc(Cl)c1,11%,-0.5,58,-1.6%[50 µM],i,6.3,7%,17%,1.2,i,30,4%
N/C(Cn1nnc(-c2ccccc2)n1)=N\O,3%,-0.2,84,0.1%,i,3.0,1%,0.4%,1.1,i,35,1%
COC(=O)N/N=C/c1cccc([N+](=O)[O-])c1,-3%,-0.4,50,-0.1%,i,0.7,9%,1.8%,·,i,42,-13%
